From PubChem
Pemphigus Ab inh – blocks pemphigus antibody binding to human desmoglein-3 | P32926 | DSG3-coupled beads, scFv-anti-DSG3-GFP binding, flow cytometry; hits give low values | binding (percent of control), % at 10 µM | hit rate 0.48% among 310,000 | AID 588358;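 active means binding more than 3 SD below its plate's average and above zero; inconclusive means below that plate limit but binding exactly zero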;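 further: hits lower antibody fragment binding to DSG3; some compounds called inactive have numbers as strong as hits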
Target sequence (P32926 whole entry, looked up, the tested form may be a part): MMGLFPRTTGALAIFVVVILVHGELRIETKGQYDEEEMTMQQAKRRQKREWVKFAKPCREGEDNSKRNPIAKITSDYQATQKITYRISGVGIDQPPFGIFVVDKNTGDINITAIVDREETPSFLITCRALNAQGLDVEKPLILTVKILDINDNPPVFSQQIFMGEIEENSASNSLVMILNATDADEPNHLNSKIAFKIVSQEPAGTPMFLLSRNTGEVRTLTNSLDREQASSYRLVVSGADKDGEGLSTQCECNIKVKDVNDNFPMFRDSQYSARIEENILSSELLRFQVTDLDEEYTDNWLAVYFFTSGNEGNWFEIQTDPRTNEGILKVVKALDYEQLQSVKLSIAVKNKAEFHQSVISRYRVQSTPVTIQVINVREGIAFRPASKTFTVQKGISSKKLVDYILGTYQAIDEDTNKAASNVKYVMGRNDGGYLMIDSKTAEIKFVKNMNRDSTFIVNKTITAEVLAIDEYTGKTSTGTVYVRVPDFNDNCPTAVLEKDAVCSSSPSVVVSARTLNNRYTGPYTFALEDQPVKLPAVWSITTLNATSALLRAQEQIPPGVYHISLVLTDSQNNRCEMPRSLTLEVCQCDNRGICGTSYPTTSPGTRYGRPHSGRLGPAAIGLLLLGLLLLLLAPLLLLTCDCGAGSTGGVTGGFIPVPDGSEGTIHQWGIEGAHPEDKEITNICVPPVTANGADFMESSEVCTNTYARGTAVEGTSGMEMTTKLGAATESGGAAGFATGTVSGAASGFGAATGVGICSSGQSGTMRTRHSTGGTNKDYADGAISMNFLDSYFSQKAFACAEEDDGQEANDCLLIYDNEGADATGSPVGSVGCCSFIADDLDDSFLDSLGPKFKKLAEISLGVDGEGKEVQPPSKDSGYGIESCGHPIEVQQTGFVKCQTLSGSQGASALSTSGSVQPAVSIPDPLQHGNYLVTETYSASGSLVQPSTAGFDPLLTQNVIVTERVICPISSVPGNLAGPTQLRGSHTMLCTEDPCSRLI
SUMO Mot1 rescue – blocks SUMOylation pathway, rescuing yeast Mot1-301 growth. hit rate 1% among 320,000. S. cerevisiae Mot1-301 growth rescue, ATP luminescence, 38.5C; percent above DMSO median, 100 means doubled. growth rescue, % at 18.8 µM;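 active means every valid replicate shows activation above 250% relative to neutral control wells; inactive means the rest, any valid replicate at or below 250%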;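 further: OY570 slx delta 5 strain wells were the positive control but not used for scaling; some compounds called inactive have numbers as strong as hits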
SR-BI HDL uptake – blocks mouse SR-BI lipid uptake from DiI-HDL. AID 488896. Q61009. inhibition, % at 12.5 µM. hit rate 0.96% among 320,000. ldlA[mSR-BI] CHO cells, DiI-HDL uptake fluorescence, 3 h;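 active means mean replicate inhibition of at least 70% and a set share of replicates each scoring 70 or more; inconclusive means meets just one of the two criteria; inactive means fails both criteria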;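 further: 0% = median of neutral control wells and 100% = median of positive control wells; values of inactives mirror those of a sister screen read the other way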
MITF act – increases MITF-driven TRPM1 promoter luciferase signal. SK-MEL-5 TRPM1-promoter luciferase, 24 h; % of positive control, neutral wells = 0. activation, % at 12.5 µM. hit rate 0.75% among 300,000;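 active means mean activation of at least 80% with every replicate also reaching 80%; inconclusive means mean reaches 80% but some replicate falls short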;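 further: 0% = neutral control wells and 100% = parthenolide positive control wells; values of inactives mirror those of a sister screen read the other way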
PKA-R1A activ – activates the PKA-R1A holoenzyme complex; P00514+P68181; PKA-R1A dissociation, Cy5-IP20 fluorescence polarization; scaled: DMSO 0%, 113 µM cGMP 100%; activation, % at 11.4 µM; hit rate 0.083% among 340,000;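 active means percent activation above the mean of all tested compounds plus 3 SD, cut at about 19% in these data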;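 further: higher means more PKAc released from R1A so a rise in polarization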
dFosB act – mouse delta FosB homodimer activation; P13346; purified delta FosB, TAMRA-CDK5 oligo fluorescence polarization; percent of positive-control signal above neutral wells; hit rate 0.99% among 340,000; activation, % at 25 µM;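 active means mean activation above about 17%, with every replicate also reaching it, limit read from the data, passing the limit was not always enough; inconclusive means only one of the two conditions met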;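 further: fluorescence polarization rise as delta FosB binds a TAMRA Cdk5 AP-1 oligo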
PKA-R2B act – activators of human PKA-R2B complex. P22694+P31323. PKA-R2B holoenzyme dissociation, Cy5-IP20 fluorescence polarization; R2B truncated from residue 108, S112A mutant; 0% DMSO only, 100% 113 µM cGMP. activation, % at 11.4 µM. hit rate 0.079% among 340,000. AID 504700;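 active means activation above a cutoff set at the mean over all compounds plus 3 SD, cut at about 18% in these data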;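 further: higher means more holoenzyme dissociation and a rise in polarization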
NSD2 HMT inh – inhibitors of human histone methyltransferase NSD2; O96028; NSD2 peptide methylation, AlphaScreen, 120 min; inhibition, % at 12.5 µM; hit rate 0.54% among 310,000; AID 743445; in the data active means inhibition above about 50%
Arrestin-AP2 inh – blocks beta-arrestin peptide binding to AP2 adaptin | inhibition, % at 10 µM | AID 504490 | hit rate 0.31% among 340,000 | FITC-arrestin peptide / GST-AP2 beads, flow cytometry; AP2 beta2 appendage carries R879A mutation;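 active means inhibition above a set limit, near 3 SD of compounds lacking own fluorescence, cut at about 54% in these data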;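 further: plate controls were DMSO wells for no effect and 5 µM unlabelled arrestin peptide for full effect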
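System: GST-AP2 R879A bound to glutathione beads, E. coli-expressed. Also added: 50 nM FITC-arrestin peptide. Schedule: compound with beads 12 min RT, then probe 1 h RT. Signal: bead flow cytometry, FITC channel. Read-out basis: percent response.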
CDK5 p35 inh – blocks human CDK5/p35 kinase activity | AID 488839 | Recombinant CDK5/p35, ADP-Glo luminescence, 60 min | hit rate 0.01% among 330,000 | inhibition, % at 10 µM;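 active means highest replicate inhibition of at least 50% and at least 75% of replicates reaching 50%; inconclusive means only one of the two criteria met; inactive means both criteria failed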;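 further: plate controls were DMSO neutral control for no effect and GW8510 at 10 µM for full effect; many of its hits are not listed in these tables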
SR-BI uptake up – SR-BI HDL lipid transfer activation; activation, % at 12.5 µM; hit rate 0.096% among 320,000; CHO ldlA[mSR-BI] cells, DiI-HDL uptake fluorescence, 3 h; 100 = double the neutral-control signal;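 active means mean replicate activation of at least 60% and every replicate at or above 60%; inconclusive means mean or all-replicate condition met, but not both; inactive means mean below 60% and not all replicates reaching 60%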;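 further: 0% = median plate neutral-control signal and 100% = twice that signal; values of inactives mirror those of a sister screen read the other way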
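Test system: SR-BI-overexpressing, LDLR-lacking CHO cells; Also added: labelled HDL, 10 µg/mL; Measured by: bottom-read cell fluorescence after medium removal, ex 550/em 595 nm; Timing: 3 h uptake period with compound, 37 °C; Buffer or medium: F12, 0.5% BSA, 25 mM HEPES; Doses: single compound concentration, delivered by pin transfer.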
Starred values were filed as active, the others as inactive; ? = inconclusive; / = not tested or not shown. This is a random part of the collection; any-hit rate near 4.7%.

Short keys – A = Pemphigus Ab inh; B = SUMO Mot1 rescue; C = SR-BI HDL uptake; D = MITF act; E = PKA-R1A activ; F = dFosB act; G = PKA-R2B act; H = NSD2 HMT inh; I = Arrestin-AP2 inh; J = CDK5 p35 inh; K = SR-BI uptake up
Cc1cc(C(=O)N/N=C/c2ccc(-c3cccc(Cl)c3)o2)n[nH]1
  A = 118; B = 7; C = 7; D = /; E = -1; F = -13; G = 4; H = 0; I = 6; J = -0.9; K = -7

CC(=O)c1ccc(N2CCN(C(=O)CCCn3c(=O)[nH]c4ccccc4c3=O)CC2)cc1
  A = 110; B = -11; C = 22; D = -11; E = 8; F = -3; G = 1; H = -1; I = 17; J = -0.8; K = -22

O=C(Nc1cccc(NC(=O)c2ccc3c(c2)OCO3)c1)c1ccccc1
  A = 80; B = 1; C = 18; D = 8; E = -4; F = ?; G = -4; H = -1; I = 4; J = 1.0; K = -18

O=C(CSc1n[nH]c(-c2ccccc2)n1)NCc1cccc(C(=O)O)c1
  A = 97; B = -6; C = -34; D = 6; E = -8; F = 4; G = -8; H = 1; I = 7; J = -1.5; K = 34

O=C(NCc1ccco1)c1ccc2c(c1)C(=O)c1ccccc1-2
  A = 96; B = 0; C = 8; D = 29; E = -16; F = 4; G = -11; H = 2; I = 4; J = -0.8; K = -8

O=C(CCCOc1ccc(Cl)cc1Cl)N/N=C/c1ccccc1
  A = 102; B = -3; C = 0; D = 12; E = 0; F = -14; G = -2; H = -2; I = 17; J = -0.2; K = 0

Cc1ccc(C(C(=O)NC2CCCCC2)N(C(=O)Cc2c[nH]c3ccccc23)c2ccccc2C)o1 (configuration not stated)
  A = 101; B = -18; C = 11; D = -13; E = 1; F = 7; G = -2; H = 3; I = -1; J = 0.9; K = -11

CC(C)Nc1nc(NC(C)C)nc(OCCOC(=O)Nc2ccccc2)n1
  A = 100; B = -8; C = -11; D = 31; E = 2; F = -11; G = 5; H = 0; I = -3; J = 0.4; K = 11

COc1ccc(C(=O)Nc2ccc(N3CCCC3)cc2)cc1OC
  A = 100; B = -4; C = 74*; D = 63; E = -7; F = -26; G = -1; H = 5; I = 10; J = -0.3; K = -74

Oc1cccc2c(NC(=S)Nc3ccc(OC(F)F)cc3)cccc12
  A = 96; B = -4; C = 33; D = 0; E = 2; F = -2; G = -6; H = 92*; I = /; J = -0.1; K = -33

COc1ccc(CC(=O)Nc2cccc(S(=O)(=O)N3CCOCC3)c2)cc1OC
  A = /; B = 32; C = 28; D = -5; E = -7; F = -7; G = -8; H = /; I = -14; J = -2.3; K = -28

COCc1cccc(NC(=O)CCc2ccccc2)c1
  A = /; B = 185; C = 14; D = 7; E = /; F = 2; G = /; H = 3; I = -6; J = -0.7; K = -14

Cc1cccc(C)c1-n1ncc(C(=O)NC2CCCC2)c1C1CCNCC1
  A = 101; B = 6; C = -19; D = -4; E = 2; F = -5; G = 5; H = 14; I = -2; J = -2.4; K = 19

COc1cccc(/C=C/c2ccc3cccc(O)c3n2)c1OC
  A = 97; B = 5; C = 38; D = 17; E = 2; F = 12; G = -9; H = 3; I = 12; J = 1.3; K = -38

COc1cccc(/C=N/NC(=O)c2c(C)nc3ccc(Br)cn23)c1
  A = /; B = -10; C = -9; D = -6; E = 6; F = -28; G = 4; H = -1; I = 17; J = 0.6; K = 9

Quoted from the listing (10 entries):
Short keys – A = Pemphigus Ab inh; B = SUMO Mot1 rescue; C = SR-BI HDL uptake; D = MITF act; E = PKA-R1A activ; F = dFosB act; G = PKA-R2B act; H = NSD2 HMT inh; I = Arrestin-AP2 inh; J = CDK5 p35 inh; K = SR-BI uptake up
O=C(Nc1cccc(NC(=O)c2ccc3c(c2)OCO3)c1)c1ccccc1
  A = 80; B = 1; C = 18; D = 8; E = -4; F = ?; G = -4; H = -1; I = 4; J = 1.0; K = -18

O=C(CSc1n[nH]c(-c2ccccc2)n1)NCc1cccc(C(=O)O)c1
  A = 97; B = -6; C = -34; D = 6; E = -8; F = 4; G = -8; H = 1; I = 7; J = -1.5; K = 34

O=C(NCc1ccco1)c1ccc2c(c1)C(=O)c1ccccc1-2
  A = 96; B = 0; C = 8; D = 29; E = -16; F = 4; G = -11; H = 2; I = 4; J = -0.8; K = -8

O=C(CCCOc1ccc(Cl)cc1Cl)N/N=C/c1ccccc1
  A = 102; B = -3; C = 0; D = 12; E = 0; F = -14; G = -2; H = -2; I = 17; J = -0.2; K = 0

Cc1ccc(C(C(=O)NC2CCCCC2)N(C(=O)Cc2c[nH]c3ccccc23)c2ccccc2C)o1 (configuration not stated)
  A = 101; B = -18; C = 11; D = -13; E = 1; F = 7; G = -2; H = 3; I = -1; J = 0.9; K = -11

CC(C)Nc1nc(NC(C)C)nc(OCCOC(=O)Nc2ccccc2)n1
  A = 100; B = -8; C = -11; D = 31; E = 2; F = -11; G = 5; H = 0; I = -3; J = 0.4; K = 11

COc1ccc(C(=O)Nc2ccc(N3CCCC3)cc2)cc1OC
  A = 100; B = -4; C = 74*; D = 63; E = -7; F = -26; G = -1; H = 5; I = 10; J = -0.3; K = -74

Oc1cccc2c(NC(=S)Nc3ccc(OC(F)F)cc3)cccc12
  A = 96; B = -4; C = 33; D = 0; E = 2; F = -2; G = -6; H = 92*; I = /; J = -0.1; K = -33

COc1ccc(CC(=O)Nc2cccc(S(=O)(=O)N3CCOCC3)c2)cc1OC
  A = /; B = 32; C = 28; D = -5; E = -7; F = -7; G = -8; H = /; I = -14; J = -2.3; K = -28

COCc1cccc(NC(=O)CCc2ccccc2)c1
  A = /; B = 185; C = 14; D = 7; E = /; F = 2; G = /; H = 3; I = -6; J = -0.7; K = -14

(next part)
Short keys – A = Pemphigus Ab inh; B = SUMO Mot1 rescue; C = SR-BI HDL uptake; D = MITF act; E = PKA-R1A activ; F = dFosB act; G = PKA-R2B act; H = NSD2 HMT inh; I = Arrestin-AP2 inh; J = CDK5 p35 inh; K = SR-BI uptake up
Cc1cc(/C=C2\C(=N)N3N=C(CC(=O)N4CCOCC4)SC3=NC2=O)c(C)n1-c1ccccc1
  A = 102; B = -3; C = 35; D = -8; E = 0; F = -6; G = -5; H = 27; I = 10; J = -1.2; K = -35

O=C1c2ccccc2C(O)N1CCN1CCOCC1 (configuration not stated)
  A = 79; B = -24; C = -13; D = /; E = 9; F = 3; G = 9; H = /; I = 4; J = 0.6; K = 13

CN(C)c1nc(=NCc2ccco2)ss1
  A = 89; B = -13; C = -15; D = 7; E = 0; F = -6; G = 0; H = 2; I = 17; J = 2.4; K = 15

COc1ccc(-c2csc(N(CCCN3CCOCC3)C(=O)CCl)n2)cc1
  A = 112; B = 14; C = 1; D = -21; E = -11; F = 0; G = 1; H = -10; I = 6; J = 1.1; K = -1

COc1ccc(F)cc1S(=O)(=O)n1nc(C)cc1C
  A = 95; B = 234; C = 8; D = /; E = -11; F = -6; G = -3; H = -2; I = 5; J = -5.8; K = -8

CC(C)[C@H]1C=C(C(=O)O)O[C@@H](OCCCCO)C1
  A = 107; B = -17; C = -16; D = 1; E = -3; F = -2; G = 6; H = /; I = -2; J = -0.4; K = 16

O=S(=O)(c1cnc[nH]1)N1CCN(C(c2ccc(F)cc2)c2ccc(F)cc2)CC1
  A = 100; B = -9; C = 1; D = 1; E = -10; F = 3; G = -2; H = -2; I = -12; J = 0.5; K = -1
